Bioassay records: PubChem, National Center for Advancing Translational Sciences (NCATS)
EPAC2 antagonist – blocks human EPAC2 exchange factor; Q8WZA2; EPAC2 GEF exchange of Rap1B-BODIPY-GDP, fluorescence; Potency, µM (highest dose often 114 µM), inactives show at the top dose activity, negative = inhibition, actives largely listed as inhibitors; 360,000 compounds, 0.18% hits; note: % is set by controls: 0 for no effect and ±100 for the full control effect; nearly all actives have a fitted effect of over 45% in size; many of its hits are not listed in these tables
Target sequence (Q8WZA2 whole entry, looked up): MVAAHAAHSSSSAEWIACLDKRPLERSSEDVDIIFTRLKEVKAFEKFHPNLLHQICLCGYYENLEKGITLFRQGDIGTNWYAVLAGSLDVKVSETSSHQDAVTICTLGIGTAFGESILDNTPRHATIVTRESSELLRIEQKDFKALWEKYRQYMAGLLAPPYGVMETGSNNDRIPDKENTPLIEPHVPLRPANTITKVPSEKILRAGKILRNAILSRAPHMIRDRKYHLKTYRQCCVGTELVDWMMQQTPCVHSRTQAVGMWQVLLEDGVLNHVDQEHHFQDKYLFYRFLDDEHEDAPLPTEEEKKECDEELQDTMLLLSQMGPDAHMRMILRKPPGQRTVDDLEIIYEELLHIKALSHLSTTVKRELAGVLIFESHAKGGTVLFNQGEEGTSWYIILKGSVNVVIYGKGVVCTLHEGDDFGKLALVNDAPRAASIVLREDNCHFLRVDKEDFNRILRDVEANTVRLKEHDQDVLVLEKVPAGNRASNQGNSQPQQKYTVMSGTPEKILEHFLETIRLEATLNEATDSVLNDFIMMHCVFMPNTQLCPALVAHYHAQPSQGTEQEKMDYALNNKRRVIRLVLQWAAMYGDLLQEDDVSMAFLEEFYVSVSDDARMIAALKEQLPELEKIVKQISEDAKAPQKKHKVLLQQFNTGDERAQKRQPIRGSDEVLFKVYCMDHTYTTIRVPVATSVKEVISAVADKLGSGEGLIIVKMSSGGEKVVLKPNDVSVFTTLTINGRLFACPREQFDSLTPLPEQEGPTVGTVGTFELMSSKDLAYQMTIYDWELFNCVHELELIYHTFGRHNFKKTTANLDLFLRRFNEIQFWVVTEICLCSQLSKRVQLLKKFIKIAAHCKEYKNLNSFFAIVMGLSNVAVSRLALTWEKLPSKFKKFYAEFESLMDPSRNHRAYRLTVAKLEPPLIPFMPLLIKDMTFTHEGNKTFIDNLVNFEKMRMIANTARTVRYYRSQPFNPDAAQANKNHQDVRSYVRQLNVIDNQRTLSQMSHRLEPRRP
ATXN2 expr inh – ATXN2 expression inhibition | HEK-293 ATXN2-luciferase reporter, luminescence, 24 h | Potency, µM (titrated, usually from 57 µM), for the others: at the top dose activity change, negative = inhibition, most hits filed as inhibitors | 360,000 compounds, 0.72% hits | AID 1745845; note: % is set by controls: 0 for no effect and ±100 for the full control effect; nearly all actives have a fitted effect of over 55% in size
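ATXN2-luciferase reporter cells (luciferase flanked by upstream and downstream ATXN2 gene portions) were treated 24 h at 37 °C with compounds at up to 57 uM. SteadyGlo luminescence gave expression; GF-AFC fluorescence gave viability.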
Nrf2 block – Nrf2 pathway inhibition | Potency, µM (series often up to 46 µM), inactives show top-dose activity change, negative = inhibition, hits mostly inhibitors | 360,000 compounds, 2.1% hits | A549 ARE-Fluc reporter, luciferase luminescence, 18-24 h; note: % is set by controls: 0 for no effect and ±100 for the full control effect; nearly all actives have a fitted effect of over 60% in size
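Nrf2 function is reported as luminescence of an ARE-controlled luciferase in A549 cells. Compounds were tested at several concentrations, and a CellTiter-Fluor read on the same wells flagged cytotoxicity.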
A549 viability – A549 cytotoxicity, counter-screen for Nrf2 inhibitors | A549 ARE-Fluc cells, CellTiter-Fluor viability, 18-24 h | Potency, µM (series often up to 46 µM), for the others: top-dose activity change, negative = cytotoxicity, most hits filed as inhibitors | 390,000 compounds, 0.16% hits | AID 504648; note: % is set by controls: 0 for no effect and ±100 for the full control effect
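A549 ARE-Fluc cells in 5% FBS OPTI-MEM, 5000 cells/well, rested 2 h then exposed to compounds in concentration-response for 18-24 h at 37 °C. Viability by CellTiter-Fluor fluorescence (Ex 405/Em 525) after 30 min; luciferase luminescence (BugLite, 15 min, RT) read afterwards.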
S2 tox – cell viability loss in ATXN counter-screen | S2 cells (HEK-293 line with an ATXN2-luciferase reporter) viability, CellTiter-Fluor protease fluorescence, 24 h | Potency, µM (titrated, usually from 56.7 µM), usual class: cytotoxic | 400,000 compounds, 0.49% hits | AID 651635; note: nearly all actives have a fitted effect of over 40% in size
HepG2 tox – kills HepG2 cells in TGF-b inhibitor counter-screen; HepG2 CAGA-GFP viability, ATP luminescence, 18 h; Potency, µM (doses to about 46.1 µM), inactives show top-dose activity change, negative = cytotoxicity, hits mostly cytotoxic; 410,000 compounds, 0.76% hits; AID 588856; note: some results filed as inactive show a strong effect at the top dose
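CellTiter-Glo luminescence gave cytotoxicity after 18 hours at 37 degrees C. The cells were HepG2 CAGA-GFP in 1% FBS DMEM, stimulated with 500 pg/mL TGF-beta after compound addition. %Activity was normalised to no-cell wells (complete cell-killing) and DMSO (no toxicity), and curves were fitted and classified.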
Nrf2 ARE act – Nrf2 pathway activation; AREc32 ARE-luciferase reporter (MCF7-derived line), luminescence, 24 h; Potency, µM (titrated, usually from 46.1 µM), inactives show at the top dose activation, usual class: activators; 410,000 compounds, 0.31% hits; AID 624171; note: % of control where 0% means no effect; nearly all actives have a fitted effect of over 65% in size
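ARE activation measured as luciferase luminescence (Steady-Glo, 30 min RT) in AREc32_Fluc cells after 24 hr compound exposure at 37 deg C, 5% CO2; cells seeded overnight at 1000/well in OPTI-MEM, 5% FBS.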
TGFb inhibitor – inhibitors of TGF-b signaling. Potency, µM (highest dose often 46.1 µM), inactives show top-dose activity, negative = inhibition, usual class: inhibitors. HepG2 CAGA-GFP TGF-b/SMAD3 reporter, GFP fluorescence, 18 h; TGF-beta stimulated, 500 pg/mL final. 410,000 compounds, 1.2% hits; note: % is set by controls: 0 for no effect and ±100 for the full control effect; nearly all actives have a fitted effect of over 65% in size
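HEPG2 CAGA-GFP cells (1000/well, DMEM with 1% FBS) were pre-incubated 2 h at 37 degrees C, given compound by pin tool, then stimulated with TGF-beta at 500 pg/mL final for 18 h before per-cell GFP fluorescence imaging.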
MCF10A rereplic – induces DNA re-replication in MCF 10a normal breast cells; Potency, µM (titrated, usually from 46.1 µM), for the others: at the top dose activity, positive = re-replication, hits mostly activators; 350,000 compounds, 2.9% hits; MCF 10A DNA re-replication, Hoechst nuclear intensity, 48 h; note: % of control where 0% means no effect; nearly all actives have a fitted effect of over 50% in size
* hit, by the source's call; i = inactive; ? = inconclusive; · = no result given; & = joins results of further samples; [ ] = dose if it differs, or a comment. Calls come from the whole dose curve; as a rule, active = well fitted curve in the direction sought with a large enough effect; inconclusive = small, poorly fitted or top-dose-only effect, or another doubt; inactive = no such curve, though single readings can be large; an effect the other way counts as inactive or inconclusive. Potency is the fitted concentration of half-maximal effect. The list is partial. The share of hits here may be higher or lower than overall.

SMILES	EPAC2 antagonist	ATXN2 expr inh	Nrf2 block	A549 viability	S2 tox	HepG2 tox	Nrf2 ARE act	TGFb inhibitor	MCF10A rereplic
Cc1cc(=O)[nH]c(Nc2ccc(C(=O)OC(C)C)cc2)n1	-4.6%	5.6%	·	9.1%	i	-0.8%	-0.2%	-16.3%	-9.8%
Cc1ccc(C(=O)N(CC(=O)NC2CCCC2)c2ccccc2F)s1	-14.7%	·	·	·	i	-4.4%	-0.5%	-6.3%	·
O=C(c1ccco1)N1CCN(Cc2ccc(Br)cc2)CC1	-1.9%	-17.0%	-27.5%	-5.2%	i	-10.2%	0.3%	-1.7%	-3.7%
O=C(Nc1cc2c3c(c1)CC(=O)N3CCC2)c1ccccc1Br	5.4%	2.2%	-11.2%	?	?	-18.3%	2.8%	-14.3%	-1.5%
Cc1ccsc1C(=O)OC(C)C(=O)Nc1ccc(Cl)cn1 (stereo not drawn)	8.2%	1.4%	-18.0%	-3.5%	i	3.6%	4.6%	-1.7%	-0.7%
CCSc1c([N+](=O)[O-])c(=O)n(-c2ccccc2)c2ccccc12	-6.4%	·	15.0%	-10.3%	i	-22.2%	5.7%	-0.5%	?
Cc1cccnc1NC(=S)Nc1ccc(F)cc1F	-1.1%	0.2%	4.1%	6.8%	i	-29.8%	3.5%	-7.9%	-35.4%[inhibitor]
O=C(Nc1ccc2c(c1)OCO2)c1cc2nc(C3CC3)cc(C(F)(F)F)n2n1	13.6%	5.3%	-15.1%	-3.0%	?	-27.2%	-0.4%	6.3%	0.9%
CC(=O)Nc1ccc(CN2CCC(N3CCC(C(=O)NC4CC4)CC3)CC2)cc1	8.9%	·	·	·	?	3.9%	0.3%	-0.3%	·
CCOc1nc(-c2ccccc2)ccc1-c1noc(-c2ccncc2)n1	5.8%	-10.9%	?	-0.9%	?	6.4%	-0.1%	-2.8%	14.9%
Cc1cccc(N(C(=O)c2snc(C(N)=O)c2N)C(C(=O)NC2CCCC2)c2ccc(C)o2)c1 (stereo not drawn)	12.8%	-20.0%	?	-4.1%	?	-15.9%	4.2%	-21.0%	24.6%
CCS(=O)(=O)c1nc(S(=O)(=O)c2ccc(Cl)cc2)c(N2CCc3ccccc3C2)s1	4.1%	-26.4%	?	2.7%	i	-22.4%	0.0%[9.22 µM]	-3.0%	9.5%
CN1CCN(C(=O)c2cn(C)c3ccc(S(=O)(=O)N(C)C4CCCCC4)cc3c2=O)CC1	-2.0%	-3.0%	14.2%	-1.0%	i	-6.6%	-0.6%	0.0%	-1.7%
COc1cccc(N=Nc2c(=O)[nH]n3c(=O)c4c([nH]c23)CCC4)c1	-16.4%	-22.8%	?	-18.5%	?	0.2%	0.5%	-13.2%	-12.4%
CCc1c(C)sc(NC(=O)c2cc(-c3cccc(Cl)c3)on2)c1C#N	·	·	-1.3%	2.3%	·	-2.7%	-0.5%	-0.8%	·
Cc1cc(/C=C2/NC(=O)N(c3ccccc3)C2=O)c(C)n1C(C)C	0.6%	8.6%	2.3%	-8.4%	?	0.2%	2.5%	-27.5%	?
COc1ccc(-c2c(NC(=O)c3ccco3)oc3ccccc3c2=O)cc1	8.3%	5.1%	5.6%	0.9%	i	8.1%	3.9%	-6.0%	-0.8%
COc1ccc(CCNC(=O)CSCc2n[nH]c(=O)[nH]2)cc1OC	2.1%	1.5%	9.9%	-1.4%	i	-4.3%	-0.1%	17.8%	-3.2%
CC(C)(O)C#Cc1ncc(C(F)(F)F)cc1Cl	0.9%	-4.2%	5.6%	-3.7%	·	0.8%	6.4%	-12.6%	10.8%
CC1CCCN(C(=O)COC(=O)C2CCN(S(=O)(=O)c3c(Cl)cccc3Cl)CC2)C1 (stereo not drawn)	0.4%	8.2%	3.7%	-1.0%	i	3.1%	-0.3%	-13.4%	0.1%
Cc1ccc(NC(=S)N(Cc2ccccc2)C(C)C)cc1	-7.5%	19.8%	10.0%	3.8%	i	-37.4%	0.4%	-30.5%	?
CC(C)NC(=O)c1ccc(CN2CCC(Cc3ccccc3)CC2)cc1	10.2%	-1.4%	-7.1%	0.1%	i	3.6%	-0.5%	6.0%	-0.6%
Cc1nnc2c(N3CCN(CCO)CC3)nc3ccccc3n12	1.5%	·	-16.9%	-7.9%	i	-3.1%	1.8%	14.6%	1.0%
COc1ccc(NC(=O)Nc2cc(-c3cn4cccnc4n3)ccc2OC)cc1	·	22.0%	-11.0%	-8.8%	i	-22.8%	-0.2%	-11.3%	·
CC(C)CN(C(=O)c1cccc(S(=O)(=O)N2CCCCC2)c1)C1CCS(=O)(=O)C1 (stereo not drawn)	-0.5%	-14.2%	-5.6%	1.7%&6.1%	i	0.1%&-4.3%	-0.4%&0.2%	-8.0%&-6.0%	-2.0%

Look-ups from the entries so far.
Under ATXN2 expr inh, `Cc1cc(/C=C2/NC(=O)N(c3ccccc3)C2=O)c(C)n1C(C)C` reads 8.6%
Under Nrf2 ARE act, `Cc1cc(=O)[nH]c(Nc2ccc(C(=O)OC(C)C)cc2)n1` reads -0.2%
Under HepG2 tox, `Cc1cccnc1NC(=S)Nc1ccc(F)cc1F` reads -29.8%
Under Nrf2 block, `O=C(Nc1cc2c3c(c1)CC(=O)N3CCC2)c1ccccc1Br` reads -11.2%

Returning to the listing, repeating the two entries before the break.
SMILES	EPAC2 antagonist	ATXN2 expr inh	Nrf2 block	A549 viability	S2 tox	HepG2 tox	Nrf2 ARE act	TGFb inhibitor	MCF10A rereplic
COc1ccc(NC(=O)Nc2cc(-c3cn4cccnc4n3)ccc2OC)cc1	·	22.0%	-11.0%	-8.8%	i	-22.8%	-0.2%	-11.3%	·
CC(C)CN(C(=O)c1cccc(S(=O)(=O)N2CCCCC2)c1)C1CCS(=O)(=O)C1 (stereo not drawn)	-0.5%	-14.2%	-5.6%	1.7%&6.1%	i	0.1%&-4.3%	-0.4%&0.2%	-8.0%&-6.0%	-2.0%
O=C(OCC#CCSc1nnc(-c2cccc3ccccc23)o1)c1cccs1	-2.2%	7.0%	?	·	i	-26.8%	3.5%	16.5%	6.8%
COCC1CCN(C(=O)c2ccc(OC3CCN(Cc4ccccn4)CC3)cc2)C1 (stereo not drawn)	3.4%	1.0%	14.3%	-16.0%	i	0.1%	0.4%	?	5.9%
NC(=O)c1cc(S(=O)(=O)NC2CCCCC2)co1	19.0%	7.9%	-6.4%	-1.4%	i	0.5%	-0.4%	-0.5%	-1.7%
COc1cc(C(c2oc(CO)cc(=O)c2O)c2oc(CO)cc(=O)c2O)cc(OC)c1OC	9.6%	·	-6.7%	-1.5%	i	8.5%	-0.3%	10.1%	-3.1%
Cc1sc2ncn(CC(=O)N(C)C3CCCCC3)c(=O)c2c1C	-12.1%	19.7%	1.7%	-6.4%	i	-4.1%	-0.3%	3.9%	-4.7%
O=C(c1cccs1)N1CCN(Cc2ccccc2)CC1	2.0%	4.7%	1.3%	1.4%	i	-6.9%	-1.4%	4.9%	6.3%
C/C(=N\NC(=S)NCc1ccccc1)c1ccco1	-12.4%	-0.5%	-4.1%	1.6%	i	-9.7%	?	-15.3%	3.6%
Cc1c(O)cc2n(c1=O)-c1ccccc1C2(C)C	13.9%	-6.0%	-12.3%	-5.2%	i	1.6%	0.0%	2.9%	-12.7%
O=C(CC1SCCNC1=O)Nc1cccc(Cl)c1 (stereo not drawn)	-0.7%	35.7%[activator]	26.5%	5.6%	i	-6.2%	2.3%	-2.4%	?
COc1ccc(N2CC(c3nc(-c4ccccc4C)no3)CC2=O)cc1Cl (stereo not drawn)	·	-1.9%	-24.8%	-12.6%	i	-26.8%	7.0%	-28.7%	·
COc1ccc(N(C)C(=O)c2cc3c(Cl)nc4ccccc4c3s2)cc1	7.2%	-13.7%	21.4%	-1.4%	i	-4.2%	-0.7%	0.3%	0.8%
CCCN1CCC(=NNC(=O)CSc2cc(C)c(Br)cc2C)CC1	13.1%	0.0%	5.5%	1.1%	i	7.7%	-0.1%	-1.2%	10.9%
Cc1cc(C)c(NC(=O)CCc2c(C)noc2C)c(C)c1	5.4%	-7.6%	8.8%	-3.5%	?	10.7%	0.1%	3.9%	-5.0%
Cc1ccc(-c2ccc(/C=N\NC(=O)c3cc4c(ccc5ccccc54)o3)o2)cc1[N+](=O)[O-]	2.4%	?	23.1µM*	?	·	17.0%	-0.1%	0.0%	7.31µM*
CCOC(=O)[C@H]1Nc2ccc(Cl)cc2[C@@H]2[C@H]1C1CC(c3ccccc31)N2C(=O)OCc1ccccc1 (stereo partly drawn)	?	-11.0%	·	·	i	-3.2%	5.1%	?	·
CSc1ccc(C(=O)C2CCCN(C(=O)Cn3cnnn3)C2)cc1 (stereo not drawn)	2.1%	5.5%	-6.1%	0.3%	i	4.5%	0.2%	7.0%	13.2%
COc1ccc(N(C(=O)c2snc(C(N)=O)c2N)C(C(=O)NCc2ccc(F)cc2)c2ccc(C)o2)c(OC)c1 (stereo not drawn)	2.4%	-5.5%	-12.4%	-2.0%	i	5.8%	2.4%	0.8%	?
Cc1nc2ccccc2c(=O)n1NC(=O)c1ccccc1Cl	10.6%	3.8%	?	-3.5%	i	-3.3%	0.2%	-4.0%	4.0%
CC(CC(F)(F)F)N1CCC(n2nccc2NC(=O)CCOc2ccccc2)CC1 (stereo not drawn)	-6.2%	-17.0%	0.4%	0.5%	i	3.7%	-0.2%	-2.2%	15.9%
COc1ccc(OCCCC(=O)OCC(=O)Nc2ccc(Cl)cn2)cc1	8.1%	-11.5%	-2.4%	-0.9%	i	28.7%	-0.4%	28.5%	7.4%
Cc1cc(-c2ccc(C)c(S(=O)(=O)NCCc3ccccc3)c2)on1	·	·	5.1%	13.7%	·	-15.8%	1.1%	?	·
Cc1c(NC(=O)C(C)Sc2n[nH]c(N)n2)c(=O)n(-c2ccccc2)n1C (stereo not drawn)	0.7%	-4.6%	?	8.4%	i	0.4%	0.2%	-5.1%	-5.3%
COC(=O)c1cc(OC)c(OC)cc1NC(=O)Cn1nnc(-c2ccccc2Cl)n1	-9.4%	-13.0%	?	-4.8%	i	1.5%	0.0%	-3.6%	17.4%
COc1ccc(OC)c(-c2noc(N3CCN(c4ccc(C(C)=O)cc4)CC3)n2)c1	·	-33.4%	-18.8%	1.2%	i	-2.9%	9.6%	?	·
